Assay outcomes deposited in PubChem BioAssay by National Center for Advancing Translational Sciences (NCATS).
FLuc modulator – counter-screen for miR-21 project: firefly luciferase inhibitors or activators; P08659; purified FLuc, Km substrates, luminescence inhibition; Potency, µM (titrated, usually from 57.5 µM), inactives show top-dose activity change, negative = inhibition, hits mostly inhibitors; 360,000 compounds, 6.9% hits; active = well fitted inhibition curve with a large enough effect; inconclusive = small, poorly fitted or top-dose-only effect;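 note: plate controls were vehicle for no effect and reference inhibitor for full effect; nearly all actives have a fitted effect of over 55% in size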
Target sequence (P08659 whole entry, looked up): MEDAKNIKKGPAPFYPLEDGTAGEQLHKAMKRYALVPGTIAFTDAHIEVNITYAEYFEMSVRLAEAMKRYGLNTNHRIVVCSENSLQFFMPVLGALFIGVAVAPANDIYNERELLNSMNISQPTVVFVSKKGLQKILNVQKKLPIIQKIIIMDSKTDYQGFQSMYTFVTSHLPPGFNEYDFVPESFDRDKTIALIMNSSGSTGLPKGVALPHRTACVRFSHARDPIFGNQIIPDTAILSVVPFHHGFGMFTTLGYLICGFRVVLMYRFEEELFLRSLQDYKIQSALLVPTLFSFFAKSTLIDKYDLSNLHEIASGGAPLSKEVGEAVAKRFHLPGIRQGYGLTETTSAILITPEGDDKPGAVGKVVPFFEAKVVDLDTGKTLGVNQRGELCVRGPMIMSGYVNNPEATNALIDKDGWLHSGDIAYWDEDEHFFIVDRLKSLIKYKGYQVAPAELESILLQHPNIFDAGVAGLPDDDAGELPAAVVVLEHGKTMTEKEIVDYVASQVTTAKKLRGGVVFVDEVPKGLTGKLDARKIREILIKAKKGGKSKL
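Biochemical qHTS of compounds, final roughly 60 µM downward over six points, against 10 nM purified firefly luciferase using Km concentrations of substrates (10 uM D-luciferin, 10 uM ATP) in Tris acetate pH 7.5 buffer; luminescence output.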
Active calls of the source: *; ? = inconclusive. Potency is the fitted concentration of half-maximal effect. Only part of the results is shown. The share of hits here may be higher or lower than overall.

COc1cccc(CC(=O)Nc2ccc(-c3nc4ccccc4s3)cc2Cl)c1
  FLuc modulator: ?

Cc1ccccc1Nc1c(-c2cccnc2)nc2ccc(Cl)cn12
  FLuc modulator: 4%

COc1ccc(-c2cc(C)no2)cc1S(=O)(=O)NCc1ccco1
  FLuc modulator: -10%

CCc1ccc(NC(=O)CSC2=Nc3ccccc3C3=NC(CC(=O)NC4CCCCC4)C(=O)N23)cc1 (stereo unspecified)
  FLuc modulator: 0%

CC(=O)Nc1nonc1-c1nnc(SCC(=O)Nc2ccccc2Cl)n1C
  FLuc modulator: -4%

Cc1cc(S(=O)(=O)Nc2cccc(C(=O)O)c2)c(C)c(S(=O)(=O)c2ccccc2)c1
  FLuc modulator: ?

CCCCOC(=O)c1cccc(NC(=O)c2cc3ccccc3o2)c1
  FLuc modulator: 8.5µM*

CCN1CCOC(=O)C1CC(=O)Nc1cc(C)cc(C)c1 (stereo unspecified)
  FLuc modulator: -6%

O=C(CS(=O)(=O)c1nc(-c2ccc(Cl)cc2)cn1-c1ccccc1)Nc1cccc(Cl)c1
  FLuc modulator: ?

CCOC(=O)N1CCc2c(sc(NCc3ccc(OC)c(OC)c3OC)c2C(=O)Nc2ccc(OC)cc2OC)C1
  FLuc modulator: 15µM*

Cc1cc2oc(C(=O)N(Cc3ccc(N(C)C)cc3)Cc3ccco3)c(C)c2cc1Cl
  FLuc modulator: -2%

COc1ccc(-c2nc3scc(CCNS(=O)(=O)c4cccs4)n3n2)cc1
  FLuc modulator: ?

COc1ccc(NC(=O)C2CCN(C(=O)c3sc4nc[nH]c(=O)c4c3C)CC2)cc1Cl
  FLuc modulator: -7%

CCOCCCN1C(=O)CN(C2CCCCCC2)C(=O)C1c1ccc(OCC)c(OC)c1 (stereo unspecified)
  FLuc modulator: -3%

COc1cccc(Cc2nc3ccccc3nc2SCC(=O)Nc2cccc(C)c2)c1
  FLuc modulator: 3%

O=C(Nc1cccc(C(=O)OCc2cc(=O)n3nc(C4CC4)sc3n2)c1)c1cccc(Cl)c1
  FLuc modulator: -5%

COc1ccc2cc(S(=O)(=O)c3ccccc3F)c(=O)oc2c1
  FLuc modulator: 0%

CCOc1cc(C2NC(=O)c3c(sc4c3CCN(C)C4)N2)ccc1OC(=O)c1ccccc1Cl (stereo unspecified)
  FLuc modulator: 4%

Cc1cc(C)n2nc(CNC(=O)c3ccccc3Cl)nc2n1
  FLuc modulator: 2%

Cc1ccc(OCC(=O)Nc2c(C(=O)c3ccc(Cl)cc3)oc3ccccc23)cc1C
  FLuc modulator: 1%

CCOc1ccc(NC(=O)CSC2=Nc3ccccc3C3=NC(CCC(=O)NCc4ccco4)C(=O)N23)cc1 (stereo unspecified)
  FLuc modulator: -6%

Cc1ccc2c(CC(=O)Nc3ccc(S(=O)(=O)N4CCCCC4)cc3)coc2c1
  FLuc modulator: -6%

CC(=O)N1CCc2cc(S(=O)(=O)NC(Cc3ccccc3)C(=O)Nc3ccc(C)cc3C)ccc21 (stereo unspecified)
  FLuc modulator: -11%

CCC(=O)N1c2ccccc2CC1C(=O)NCc1cc(Br)ccc1OC (stereo unspecified)
  FLuc modulator: -1%

COc1ccccc1-c1cc(C(=O)N2CCCCC2C)no1 (stereo unspecified)
  FLuc modulator: ?

CCC(=O)Nc1ccccc1-c1nc2ccccc2n(C(CC)C(=O)Nc2cccc(Cl)c2)c1=O (stereo unspecified)
  FLuc modulator: 0%

Cc1sc2c(c1C)c(=O)n(-c1ccc(Cl)cc1)c(=O)n2Cc1c(F)cccc1Cl
  FLuc modulator: -1%

CCOc1ccccc1NC(=O)c1c(NC(=O)c2cccc(C)c2)sc2c1CCC2
  FLuc modulator: 4%

COCc1nc2ccccc2n1Cc1ccc(C(C)(C)C)cc1
  FLuc modulator: ?

CCC(C)NC(=O)c1cnn(-c2cccc(F)c2)c1-n1cccc1 (stereo unspecified)
  FLuc modulator: -13%

CCOc1ccc2nc(NC(=O)c3cc(=O)c4ccc(C)cc4o3)sc2c1
  FLuc modulator: ?

CCCN(CCC)C(=O)Cn1c(SCc2cccc(F)c2)nc2cccnc21
  FLuc modulator: -8%

COc1cc(Nc2nc(SCc3cccc(Cl)c3)nc3ccccc23)cc(OC)c1
  FLuc modulator: 0%

COc1ccc(CN2C(=O)N(c3ccc(F)cc3)C(=O)C2CC(=O)Nc2ccccc2)cc1 (stereo unspecified)
  FLuc modulator: -7%

Cc1ccccc1Nc1cc(C(=O)NC2CCCC2)c2ccccc2n1
  FLuc modulator: 3%

Cc1cc2n(n1)CCCN2C(=O)Nc1ccc(C)c(Cl)c1
  FLuc modulator: -3%

Cc1ccc(-n2nc(C(=O)Nc3cccc(C#N)c3)c3c4ccccc4n(C)c3c2=O)cc1
  FLuc modulator: 2%

CCCN1C(=O)c2[nH]nc(-c3ccccc3)c2C1c1cccc(O)c1 (stereo unspecified)
  FLuc modulator: -13%

COc1ccc(CNC(=O)c2sc3nc4n(c(=O)c3c2C)CCC4)cc1
  FLuc modulator: ?

CCOc1ccc(S(=O)(=O)Nc2ccc3c(c2)N(C(C)=O)CCC3)cc1
  FLuc modulator: -4%

CC(C)c1ccc(C2=CC(c3ccc(C(C)C)cc3)n3nnnc3N2)cc1 (stereo unspecified)
  FLuc modulator: 2.7µM*

Cc1oc(-c2ccccc2F)nc1CS(=O)CC(=O)NC(C)C (stereo unspecified)
  FLuc modulator: -15%

CCOc1ccc(NC(=O)Cn2c(C)cc3ccccc3c2=O)cc1
  FLuc modulator: 5%

Cc1ccc(O)c(-c2n[nH]c3c2C(c2ccc(F)cc2)N(Cc2ccco2)C3=O)c1 (stereo unspecified)
  FLuc modulator: -17%

COc1ccc(-n2cc(-c3ccc4c(c3)OCO4)n(CC(=O)Nc3cccc(C)c3C)c2=O)c(OC)c1
  FLuc modulator: -19%

CCOc1ccc(C2C(=O)N(C3CCCCCC3)CC(=O)N2CCC2=CCCCC2)cc1OC (stereo unspecified)
  FLuc modulator: -6%

O=C(c1ccccc1)N(Cc1ccco1)Cc1cccs1
  FLuc modulator: -17%

COc1ccc(N(C(=O)COc2c(C)cccc2C)S(=O)(=O)c2ccc(Cl)cc2)cc1
  FLuc modulator: 1%

CC(C)Cn1c(=O)c2ccccc2n2c(CCC(=O)N3CCN(c4ccccc4)CC3)nnc12
  FLuc modulator: -2%

CCCNC(=O)c1c(NC(=O)c2ccccc2F)sc2c1CCCCC2
  FLuc modulator: -3%

COc1cccc(NC(=O)C2CCCN(c3ncnc4onc(-c5ccc(F)cc5)c34)C2)c1 (stereo unspecified)
  FLuc modulator: -1%

O=C(NCCc1cccs1)c1ccc(Cn2c(SCc3ccc(F)cc3)nc3cccnc32)cc1
  FLuc modulator: 2.1µM*

CCOc1ccc2nc(N3CCC(C(=O)Nc4c(C)cccc4C)CC3)sc2c1
  FLuc modulator: -13%

Cc1ccc(-c2nn(CC(=O)NC3CCCCC3)c3c2cnc2ccccc23)cc1
  FLuc modulator: 0%

CCOC(=O)c1c(NC(=O)COc2ccc(OC)cc2)sc(C(=O)N(CC)CC)c1C
  FLuc modulator: -12%

COc1ccc(NC(=O)c2ccc3c(=O)n4nc(Nc5cccc(Cl)c5C)sc4nc3c2)cc1
  FLuc modulator: -8%

Cc1c2cnn(-c3ccccc3)c(=O)c2c(C)n1C(C)C(=O)NCc1cccc(Br)c1 (stereo unspecified)
  FLuc modulator: -7%

COc1ccccc1CNC(=O)Cn1cc2c(n1)-c1c(oc(C(=O)N3CCOCC3)c1C)CC2
  FLuc modulator: 0%

O=C1CN(C(=O)c2ccc(S(=O)(=O)N3CCCC3)cc2)C(c2ccccc2)c2cc(Cl)ccc2N1 (stereo unspecified)
  FLuc modulator: 0%

Cc1ccc(CN2CCSc3ccc(C(=O)NCCc4ccccc4)cc32)cc1
  FLuc modulator: -12%

A portion from further up, for reference:
COc1cccc(CC(=O)Nc2ccc(-c3nc4ccccc4s3)cc2Cl)c1
  FLuc modulator: ?

Cc1ccccc1Nc1c(-c2cccnc2)nc2ccc(Cl)cn12
  FLuc modulator: 4%

COc1ccc(-c2cc(C)no2)cc1S(=O)(=O)NCc1ccco1
  FLuc modulator: -10%

CCc1ccc(NC(=O)CSC2=Nc3ccccc3C3=NC(CC(=O)NC4CCCCC4)C(=O)N23)cc1 (stereo unspecified)
  FLuc modulator: 0%

CC(=O)Nc1nonc1-c1nnc(SCC(=O)Nc2ccccc2Cl)n1C
  FLuc modulator: -4%

Next part
COc1ccc(OCc2ccc(-c3nc(C#N)c(N4CCN(c5cccc(Cl)c5)CC4)o3)o2)cc1
  FLuc modulator: -1%

Cc1nc(N2CCCC2)ncc1C(=O)Nc1ccc(F)cc1F
  FLuc modulator: -6%

COc1ccc2nc(N(Cc3cccnc3)C(=O)COc3ccccc3)sc2c1
  FLuc modulator: -11%

CCCCOc1ccc(Cn2c(=O)sc3ccccc32)cc1
  FLuc modulator: -1%

COC(=O)c1cc(NC(=O)CC2C(=O)OCCN2Cc2ccccc2)cc(C(=O)OC)c1 (stereo unspecified)
  FLuc modulator: -3%

CCc1ccccc1NC(=O)CSc1nc2ccccc2nc1Cc1cccc(OC)c1
  FLuc modulator: 5%

O=C(NCc1ccc2c(c1)CCN2C(=O)c1ccc(F)cc1)c1c(F)cccc1F
  FLuc modulator: ?

COc1ccc(C)cc1NC(=O)CCn1nc(C)cc1C
  FLuc modulator: 1%

Cc1cccc(Nc2nc3c(S(=O)(=O)c4ccc(Br)cc4)nnn3c3ccsc23)c1C
  FLuc modulator: -4%

CCOc1ccc(-c2ccc(CO)o2)cc1N
  FLuc modulator: 15µM*

O=C(NCC(c1cccnc1)N1CCN(Cc2ccccc2)CC1)C(=O)Nc1ccc(F)cc1 (stereo unspecified)
  FLuc modulator: ?

CCn1c(=O)cc(SCC(=O)NCc2ccccc2OC)c2ccccc21
  FLuc modulator: -5%

Cc1ccc(NC(=O)CCCn2c(=O)c3cccn3c3cccnc32)c(Cl)c1
  FLuc modulator: 5%

CCCCCC(=O)Nc1ccc(NC(=O)c2cc3ccccc3o2)c(OC)c1
  FLuc modulator: ?

Cc1ccc(Cl)cc1NC(=O)C(Cc1ccccc1)NS(=O)(=O)c1cccc2nsnc12 (stereo unspecified)
  FLuc modulator: -18%

Cc1ccc(N(Cc2cccs2)C(=O)COc2ccccc2[N+](=O)[O-])cc1
  FLuc modulator: -14%

CCCS(=O)(=O)Nc1cc(-c2cn3cccc(C)c3n2)ccc1C
  FLuc modulator: 12µM*

CCCCNC(=O)CN1CCN(c2ncc(NC(=O)c3ccc(Cl)cc3)cc2C(=O)O)CC1
  FLuc modulator: -20%

CCOc1ccc(CC(=O)NCCc2sc3nc(-c4ccc(OC)cc4)nn3c2C)cc1
  FLuc modulator: 0%

O=C(NCCc1ccc(Cl)cc1)c1ccc(CS(=O)(=O)Cc2ccc(Cl)cc2)o1
  FLuc modulator: -7%

CCOC(=O)c1c(S(=O)(=O)NCC(=O)N(C)Cc2ccccc2)c(C)n(C)c1C
  FLuc modulator: -5%

Cc1cc2oc3c(c(=O)c2cc1C)C(c1ccc(C(C)C)cc1)N(c1nc(C)c(C)s1)C3=O (stereo unspecified)
  FLuc modulator: 1%

COC(=O)CN1C(=O)C(C)(C)c2cc(S(=O)(=O)NCc3ccc(Cl)cc3)ccc21
  FLuc modulator: -2%

Cc1nn(C(C)C(=O)Nc2ccccc2C(F)(F)F)c(=O)c2c1sc1ccccc12 (stereo unspecified)
  FLuc modulator: ?

Cc1ccc(NC(=O)Cn2nnc3sc4c(c3c2=O)CCC(C)C4)cc1 (stereo unspecified)
  FLuc modulator: -7%

CCc1ccccc1NC(=O)c1nnn(-c2ccc(F)cc2)c1C
  FLuc modulator: 12µM*

Cc1ccc2c(c1)N(C(=O)CCC(=O)NCc1cccs1)CCO2
  FLuc modulator: -5%

COC(=O)c1c(NC(=O)/C(C#N)=C/c2ccc(OC)cc2)sc2c1C(C(=O)OC)CC2 (stereo unspecified)
  FLuc modulator: -2%

Cc1cccc(N2CCN(C(=O)c3cnn(-c4cccc(Cl)c4C)c3C3CCNCC3)CC2)c1C
  FLuc modulator: -2%

CCOc1ccc(NC(=O)C2CCCN(S(=O)(=O)c3c(C)noc3/C=C/N(C)C)C2)cc1 (stereo unspecified)
  FLuc modulator: -2%

COC(=O)c1c(NC(=O)c2ccc(OC)cc2OC)sc2c1CCCCC2
  FLuc modulator: 6µM*

COc1ccc(-n2ccnc2SCC(=O)Nc2nnc(C)s2)cc1
  FLuc modulator: -5%

CC(CCc1ccccc1)NC(=O)CSc1n[nH]c(-c2ccccc2Cl)n1 (stereo unspecified)
  FLuc modulator: ?

c1ccc(N2CCN(c3ncnc4c3nc3n4CCCC3)CC2)cc1
  FLuc modulator: 4%

Cc1nc2ccn(Cc3ccco3)c(=O)c2cc1C(=O)NCc1ccc(Cl)cc1
  FLuc modulator: -1%

Cc1c(C)n(Cc2ccccc2)c2ccc(C(=O)N3CCN(c4ccc(F)cc4)CC3)cc12
  FLuc modulator: -1%

CCCCc1cc(=O)oc2cc(C)c3c(C)coc3c12
  FLuc modulator: ?

O=C(Nc1sc2c(c1C(=O)NCC1CCCO1)CCCC2)c1cc(=O)c2ccccc2o1 (stereo unspecified)
  FLuc modulator: -2%

Cc1ccc(CN2C(=O)N(c3ccc(F)cc3)C(=O)C2CC(=O)Nc2ccc(Cl)cc2)cc1 (stereo unspecified)
  FLuc modulator: -1%

CCOC(=O)c1cccc(NC(=O)c2ccc3nc(CCc4ccccc4)oc3c2)c1
  FLuc modulator: -23%

CCCCN(CC)CCCNC(=O)c1ccc2c(c1)NC(=O)CN2C
  FLuc modulator: 2%

Cc1ccc(C)c(NC(=O)CSc2nc(-c3ccccc3)cc(=O)[nH]2)c1
  FLuc modulator: -11%

O=C(CCC1N=C2c3ccccc3N=C(SCc3ccccc3F)N2C1=O)NCc1ccccc1 (stereo unspecified)
  FLuc modulator: 4%

CCc1ccc(CN(Cc2ccco2)C(=O)COc2ccc(Cl)cc2C)cc1
  FLuc modulator: -18%

Cc1ccc(-n2c(C)cc(/C=C(\C#N)C(=O)Nc3ccc(C)c(C)c3)c2C)cc1
  FLuc modulator: -18%

CCCCNC(=O)C1CCC(Cn2c(=O)c3sccc3n(Cc3ccccc3)c2=O)CC1 (stereo unspecified)
  FLuc modulator: 1%
